# Screens: PubChem BioAssay, National Center for Advancing Translational Sciences (NCATS)
# aGlu spleen mod: qHTS Assay for Inhibitors and Activators of Human alpha-Glucosidase From Spleen Homogenate; Lysosomal alpha-glucosidase (Homo sapiens), P10253; human spleen homogenate, 4-MU-alpha-glucoside fluorescence; Potency, µM (doses to about 79.9 µM), for inactives: top-dose activity change, negative = inhibition, actives largely listed as inhibitors; 240,000 compounds, 0.006% hits;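 further: potency means the concentration at half of the fitted maximal effect; 0% = enzyme with vehicle and -100% = no enzyme basal signal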
#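 Human spleen homogenate (1 ug) with 4-methylumbelliferyl-alpha-D-glucopyranoside (1 mM final) in 50 mM citrate/phosphate pH 5.0, 0.01% Tween-20; 40 min at 37 C. Stopped at pH 10; 4-MU fluorescence Ex 365/Em 440 nm; AC50 by Hill fit.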
# HttQ103 aggreg: qHTS Multiplex Assay to Identify Dual Action Probes in a Cell Model of Huntington: Aggregate Formation (GFP). PC12 HttQ103-GFP aggregates, Acumen cytometry, 40 h. Potency, µM (highest dose often 46.1 µM), for the others: at the top dose activity change, negative = inhibition, usual class: inhibitors. 220,000 compounds, 1.1% hits. AID 1688, 2009; further: potency means the concentration at half of the fitted maximal effect; on the % scale 0 is the no-effect control and ±100 the full control effect; nearly all actives have a fitted effect of over 60% in size
#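 Ecdysone-promoter PC12 model expressing HTT exon 1 Q103 fused to GFP, induced by tebufenozide at 100 nM final. Compounds titrated; aggregates sized 1–25 µm scored on a 488 nm laser cytometer.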
# HTT ATP protect: qHTS Multiplex Assay to Identify Dual Action Probes in a Cell Model of Huntington: Cytoprotection (ATP); PC12 HTT-Q103 induced, cytoprotection, ATP luminescence, 40 h; Potency, µM (doses to about 56.4 µM), inactives show cytoprotection (ATP increase), usual class: activators; 230,000 compounds, 0.14% hits; AID 1471, 2008;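 further: potency means the concentration at half of the fitted maximal effect; % of control where 0% means no effect; nearly all actives have a fitted effect of over 45% in size; toxic huntingtin expression switched on by the ecdysone agonist tebufenozide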
#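 Readout: ATPlite luminescence (ATP level). Model: stable PC12, inducible Htt exon1 Q103-GFP. Inducer: tebufenozide, 100 nM final. Compounds: dose series. No G418 in medium.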
# CBFb-RUNX1 inh: qHTS Assay for Compounds Blocking the Interaction Between CBF-beta and RUNX1 for the Treatment of Acute Myeloid Leukemia. Runt-related transcription factor 1 (Homo sapiens) + Core-binding factor subunit beta …. AlphaScreen CBFb-His/RUNX1-biotin binding, biochemical. Potency, µM (top dose mostly 59.8 µM), for the others: top-dose activity, negative = inhibition, actives largely listed as inhibitors. 230,000 tested, under 10 active. AID 1477, 2009; further: % of control where 0% means no effect
# Target sequence (Q01196 whole entry, looked up): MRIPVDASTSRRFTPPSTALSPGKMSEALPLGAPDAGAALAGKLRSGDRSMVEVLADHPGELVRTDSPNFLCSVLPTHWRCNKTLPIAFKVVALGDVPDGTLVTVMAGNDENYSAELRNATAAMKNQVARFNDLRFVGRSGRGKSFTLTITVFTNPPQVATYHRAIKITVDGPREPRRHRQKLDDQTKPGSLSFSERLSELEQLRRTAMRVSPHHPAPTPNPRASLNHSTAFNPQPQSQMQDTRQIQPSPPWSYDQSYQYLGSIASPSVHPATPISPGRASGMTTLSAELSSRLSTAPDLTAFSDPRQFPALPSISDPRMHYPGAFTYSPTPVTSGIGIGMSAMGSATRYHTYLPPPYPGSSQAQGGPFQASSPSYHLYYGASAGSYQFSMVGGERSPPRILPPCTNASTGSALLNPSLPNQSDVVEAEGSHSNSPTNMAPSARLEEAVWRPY
# Target sequence (Q13951 whole entry, looked up): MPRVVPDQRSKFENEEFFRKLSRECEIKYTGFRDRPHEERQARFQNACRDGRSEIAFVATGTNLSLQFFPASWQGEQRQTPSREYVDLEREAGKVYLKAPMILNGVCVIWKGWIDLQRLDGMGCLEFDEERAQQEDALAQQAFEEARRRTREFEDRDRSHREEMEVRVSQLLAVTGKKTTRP
#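 Read-out: AlphaScreen. Format: His-CBF-beta with biotinylated RUNX1 (30 nM each) preincubated 20 min, compound 15 min, Ni-chelate plus streptavidin beads 90 min; room temperature throughout.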
# GAA glycogen mod: qHTS Assay for Inhibitors and Activators of Human alpha-Glucosidase Cleavage of Glycogen | 300,000 compounds, 0.38% hits | Potency, µM (doses to about 76.4 µM), without a hit: top-dose activity change, negative = inhibition, hits mostly inhibitors | AID 2100, 2009 | recombinant GAA, glycogen substrate, Amplex Red glucose oxidase fluorescence | Lysosomal alpha-glucosidase (Homo sapiens), P10253;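 further: potency means the concentration at half of the fitted maximal effect; 0% = full enzyme reaction and -100% = no-enzyme basal signal; the screen sought inhibitors and activators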
#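 Natural-substrate format: glycogen cleavage by 4 nM human enzyme, glucose read by Amplex Red coupling (Ex 573, Em 610 nm). Normalized to enzyme and no-enzyme controls.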
# GAA inh: qHTS Assay for Inhibitors of Human alpha-Glucosidase as a Potential Chaperone Treatment of Pompe Disease; 200,000 compounds, 0.005% hits; Lysosomal alpha-glucosidase (Homo sapiens), P10253; purified human GAA, 4-MU-alpha-glucoside fluorescence; Potency, µM (titrated, usually from 76.9 µM), for inactives: top-dose activity change, negative = inhibition, most hits filed as inhibitors;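 further: potency means the concentration at half of the fitted maximal effect; plate controls were uninhibited enzyme wells for no effect and no-enzyme background for full effect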
#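 Enzyme (4 nM final) mixed with compound (up to 77 uM), then 4-MU-alpha-D-pyranoside (400 uM final) added; 20 min at room temperature, pH 5.0. Reaction stopped at pH 10, fluorescence read, AC50 derived by Hill fit.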
# Lamin A splicing: qHTS Assay for Modulators of Lamin A Splicing | HeLa LMNA splicing GFP/RFP minigene ratio, 48 h | Potency, µM (highest dose often 46.1 µM), for inactives: at the top dose ratio change, negative = inhibition, actives largely listed as inhibitors | 200,000 compounds, 0.01% hits | AID 1487, 2009; active means well fitted inhibition curve with a large enough effect in the signal ratio, with a control signal flat, not every such curve was filed as active; inconclusive means small, poorly fitted or top-dose-only effect, or effect the other way, or a change in a side signal; the % refers to the signal ratio; further: potency means the concentration at half of the fitted maximal effect; on the % scale 0 is the no-effect control and ±100 the full control effect
#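 Read-out is the ratio of GFP to DsRed2 object intensity, acquired by 488 nm laser-scanning cytometry on HeLa lamin A-EGFP minigene reporter cells. Compound incubation 48 hrs at 37 °C in Opti-MEM with 2% FBS; DMSO 0.5% final.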
# Numbers without * were called inactive; ? = inconclusive; · = no result given; [ ] = another dose, or the depositor's remark. Unless noted, the call rests on the fitted dose curve; in most records, active means well fitted curve in the direction sought with a large enough effect; inconclusive means small, poorly fitted or top-dose-only effect, or another doubt; inactive means no such curve, though single readings can be large; an effect the other way counts as inactive or inconclusive.
[1] COC(=O)c1ccc(Cn2c(O)c(N=NC(N)=S)c3ccccc32)o1
[2] CCCc1nc2oc3ccccc3c(=O)c2c(=O)n1CCCOC
[3] CC1CC(Nc2ccccc2N)=CC(=O)O1 (stereo not drawn)
[4] COc1ccc(NCc2nnc(SCC#N)n2-c2ccccc2OC)cc1
[5] Cc1ccccc1C(=O)NC1CCN(Cc2nnnn2C2CCCC2)CC1
[6] CCC/C(O)=C1\C(=O)CCCC1=NC(C)C(=O)O (stereo not drawn)
[7] O=C(Nc1cccnc1)OC1CCCC1
[8] Cc1ccc(-n2cnc3sc(C)c(C)c3c2=O)cc1
Compound | 1 | 2 | 3 | 4 | 5 | 6 | 7 | 8
aGlu spleen mod | -7% | -6% | -6% | 3% | 0% | -9% | · | 2%
HttQ103 aggreg | -14%[9.22 µM] | 3%[9.22 µM] | 21% | 2% | 6% | 28% | 0% | 1%
HTT ATP protect | 10%[10 µM] | -19%[10 µM] | 18% | -22% | -4%[10 µM] | 0% | -20% | -37%[inhibitor]
CBFb-RUNX1 inh | ? | -1% | 4% | -2% | -15% | 2% | 13% | 8%
GAA glycogen mod | -1% | 5% | 1% | ? | 4% | 4% | 0% | 14%
GAA inh | · | 3%[15.4 µM] | 3% | -14% | 1% | -8% | -5% | 4%
Lamin A splicing | · | · | 6% | -4% | 2% | 3% | · | -10%[46 µM]

[9] Cc1c2n(c3ccccc13)CC/C2=N\O
[10] CC(NC(=O)N(Cc1ccccc1)Cc1ccc2c(c1)OCO2)(C(F)(F)F)C(F)(F)F
[11] CCc1nc(SCC(=O)N2CC(=O)Nc3ccccc32)c2c(C)c(C)sc2n1
[12] CCCCn1c(SCC(=O)Nc2nnc(C(C)C)s2)nc2c1c(=O)n(C)c(=O)n2C
[13] Oc1ccc(-c2nccc(-c3ccc(Cl)cc3Cl)n2)cc1
[14] NC(=O)c1cnn2c1NC(c1ccc(F)cc1)CC2C(F)(F)F (stereo not drawn)
[15] CC1=Nc2ccc(Br)cc2C(c2ccccc2)N1CC(=O)NN (stereo not drawn)
[16] N#Cc1ccc(Cn2ccnc2C(=O)Nc2ccccc2)cc1
Compound | 9 | 10 | 11 | 12 | 13 | 14 | 15 | 16
aGlu spleen mod | 6% | -12% | -7% | -1% | 5% | -10% | · | ·
HttQ103 aggreg | -7%[9.22 µM] | -14% | 10% | -9% | 6% | -31% | 0% | 22%
HTT ATP protect | 32%[10 µM] | -12% | -18% | 16%[10 µM] | -11% | -6%[0.074 µM] | -28% | -30%[inhibitor]
CBFb-RUNX1 inh | ? | 0% | 6% | 2% | -1% | -1% | -24% | 3%
GAA glycogen mod | 1% | -2% | -3% | 3% | -1% | 5% | 1% | -1%
GAA inh | 0% | -3% | -7% | 2% | -7% | ? | -1% | -2%
Lamin A splicing | · | 4% | -3% | -11% | 10%[46 µM] | -11% | ? | 17%[9.22 µM]

[17] CCn1c(CC(C)C)n[nH]c1=S
[18] O=c1ccn(CCCBr)c(=O)[nH]1
[19] O=C(CCc1nnc(-c2ccc(-c3ccccc3)cc2)o1)NCCc1ccccn1
[20] CC(C(=O)NCc1ccc2c(c1)OCO2)N(c1ccccc1)S(C)(=O)=O (stereo not drawn)
[21] COc1ccc(S(=O)(=O)N(CC(=O)NCc2cccnc2)C2CCCCC2)cc1OC
[22] CCCNS(=O)(=O)c1ccc(OCC(=O)N2CCN(c3ccccc3)CC2)cc1
[23] COc1cc(=O)n2c(-c3ccccc3)csc2n1
[24] CN(C)C(=O)c1ccc(OCC(F)(F)F)nc1
Compound | 17 | 18 | 19 | 20 | 21 | 22 | 23 | 24
aGlu spleen mod | -7% | 0% | -8% | -5% | 3% | -2% | -7% | 3%
HttQ103 aggreg | 6% | 2%[9.22 µM] | -5%[9.22 µM] | -6% | 16%[9.22 µM] | 14%[9.22 µM] | 1%[9.22 µM] | 1%[9.22 µM]
HTT ATP protect | -32% | -5%[10 µM] | -1%[10 µM] | -11%[10 µM] | -3%[10 µM] | 13%[10 µM] | -1% | 5%[10 µM]
CBFb-RUNX1 inh | 4% | 6% | 3% | 7% | 4% | 4% | 1% | 6%
GAA glycogen mod | -2% | 6% | -16% | -14% | 4% | 9% | -8% | 1%
GAA inh | -5% | · | 5% | -11% | · | 8% | -13% | 5%
Lamin A splicing | 4% | · | · | -13% | · | 4%[46 µM] | -2% | ·

# Random excerpt: six entries already listed, in no set order.
[18] O=c1ccn(CCCBr)c(=O)[nH]1
[1] COC(=O)c1ccc(Cn2c(O)c(N=NC(N)=S)c3ccccc32)o1
[10] CC(NC(=O)N(Cc1ccccc1)Cc1ccc2c(c1)OCO2)(C(F)(F)F)C(F)(F)F
[13] Oc1ccc(-c2nccc(-c3ccc(Cl)cc3Cl)n2)cc1
[16] N#Cc1ccc(Cn2ccnc2C(=O)Nc2ccccc2)cc1
[9] Cc1c2n(c3ccccc13)CC/C2=N\O
Compound | 18 | 1 | 10 | 13 | 16 | 9
aGlu spleen mod | 0% | -7% | -12% | 5% | · | 6%
HttQ103 aggreg | 2%[9.22 µM] | -14%[9.22 µM] | -14% | 6% | 22% | -7%[9.22 µM]
HTT ATP protect | -5%[10 µM] | 10%[10 µM] | -12% | -11% | -30%[inhibitor] | 32%[10 µM]
CBFb-RUNX1 inh | 6% | ? | 0% | -1% | 3% | ?
GAA glycogen mod | 6% | -1% | -2% | -1% | -1% | 1%
GAA inh | · | · | -3% | -7% | -2% | 0%
Lamin A splicing | · | · | 4% | 10%[46 µM] | 17%[9.22 µM] | ·

# (further entries)
[25] CC1=NN2C(=N)/C(=C\c3cc(C)n(Cc4ccccc4)c3C)C(=O)N=C2S1
[26] CC1=CS(=O)(=O)CC1Sc1nc2ccccc2[nH]1 (stereo not drawn)
[27] NC(=O)N/N=C/C=C/c1ccc(F)cc1
[28] CCOC(=O)/C=c1\s/c(=C\c2ccccc2OC)c(=O)n1CC(=O)N1CCOCC1
[29] O=C(Cn1cc(C(F)(F)F)ccc1=O)N/N=C/c1cccc(Cl)c1Cl
[30] NC(=O)c1nc(-c2cccs2)nc2c1[nH]c(=O)n2-c1ccc(F)cc1
[31] C=C(C)c1cccc(C(C)(C)NC(=O)N2CC(C)OC(C)C2)c1 (stereo not drawn)
[32] O=C1NN(c2ccc(F)c(Cl)c2)C(=O)/C1=C\c1cccc(OC(=O)c2cccs2)c1
Compound | 25 | 26 | 27 | 28 | 29 | 30 | 31 | 32
aGlu spleen mod | -13% | 0% | 3% | -2% | 2% | -3% | 3% | 4%
HttQ103 aggreg | -2%[9.22 µM] | 9% | 9%[9.22 µM] | -3% | 3% | -20% | -18% | 29%
HTT ATP protect | -7%[10 µM] | 16% | 0%[10 µM] | -19%[10 µM] | · | -31% | 19% | -8%
CBFb-RUNX1 inh | -6% | 4% | 2% | 6% | -1% | 5% | 8% | -7%
GAA glycogen mod | -3% | 2% | -4% | -3% | 3% | 20% | -11% | ?
GAA inh | · | -3% | -1% | -7% | 3% | ? | 7% | -2%
Lamin A splicing | · | -1% | · | ? | ? | · | 4% | -1%

[33] CCOc1ccccc1N(CC(=O)N1CCCCCC1)S(C)(=O)=O
[34] c1ccc(C2Nc3ccccc3Oc3ccccc32)cc1 (stereo not drawn)
[35] c1ccc(CCNc2ncnc3c2nnn3Cc2ccccc2)cc1
[36] CC1CCc2cc(F)ccc2N1C(=O)c1cc2nc(-c3ccco3)cc(C(F)(F)F)n2n1 (stereo not drawn)
[37] COc1ccccc1NC(=S)NNC(=O)c1ccc(Cl)cc1Cl
[38] COC(=O)c1nnn(CC(=O)Nc2cccc(OC)c2)c1C(=O)OC
[39] CC(=O)NCCSCCNC(C)=O
[40] COc1ccc(-c2nn(-c3ccccc3)cc2/C=C/C(=O)OCC(=O)Nc2ccccc2C#N)cc1
Compound | 33 | 34 | 35 | 36 | 37 | 38 | 39 | 40
aGlu spleen mod | -2% | -2% | -1% | -16% | -1% | -3% | -8% | 2%
HttQ103 aggreg | -8% | -31% | 14% | -11% | ? | 3% | -6% | 10%
HTT ATP protect | 12%[10 µM] | 8%[1.9 µM] | 12%[10 µM] | 16%[10 µM] | -3%[10 µM] | -6%[10 µM] | -5%[0.074 µM] | -36%[10 µM]
CBFb-RUNX1 inh | 9% | -16% | 7% | 8% | -2% | -3% | -5% | -5%
GAA glycogen mod | 3% | -15% | 3% | -3% | -17% | ? | 12% | 13%
GAA inh | ? | -4% | 1% | -3% | -6% | -5% | -4% | 7%
Lamin A splicing | -17% | ? | -2% | ? | ? | 8% | 4% | ·

[41] O=C(/C=C/c1cccc(F)c1)Nc1cc(S(=O)(=O)N2CCOCC2)ccc1N1CCCC1
[42] CCOC(=O)c1[nH]c2ccc(OC)cc2c1NC(=O)CN1CCSCC1
[43] O=C(O)c1c2c(nc3ccc(S(=O)(=O)N4CCC(C(=O)NC5CCCCCC5)CC4)cc13)CCCC2
[44] c1ccc(-c2nc3nc4ccccc4nc3n2Cc2ccco2)cc1
[45] CCn1c(SCC(=O)N=Nc2c(O)[nH]c3ccccc23)nnc1-c1ccc(C(C)(C)C)cc1
[46] Cc1ncc([N+](=O)[O-])n1Cc1ccc(F)cc1
Compound | 41 | 42 | 43 | 44 | 45 | 46
aGlu spleen mod | -14% | 3% | -8% | -1% | 2% | -1%
HttQ103 aggreg | 6% | 8% | -10% | ? | 3% | 5%
HTT ATP protect | 9%[10 µM] | 1% | -11% | -47%[inhibitor][0.074 µM] | -4%[10 µM] | -13%
CBFb-RUNX1 inh | -18% | 4% | -19% | 5% | 8% | -3%
GAA glycogen mod | -2% | -8% | -16% | 3% | 9% | 5%
GAA inh | -2% | 10% | ? | ? | 3% | -1%
Lamin A splicing | ? | -3% | 20%[46 µM] | 3% | -1% | 2%[9.22 µM]
